eLon inh – E. coli protease La inhibition | P0A9M0 | purified E. coli Lon protease, fluorescence polarization | inhibition, % at 7.94 µM | 360,000 compounds, 0.42% hits | AID 602123; in the data active means inhibition above about 13%, passing the limit was not always enough;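 further: 0% = enzyme with probe and DMSO and 100% = no enzyme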
Target sequence (P0A9M0 whole entry, looked up): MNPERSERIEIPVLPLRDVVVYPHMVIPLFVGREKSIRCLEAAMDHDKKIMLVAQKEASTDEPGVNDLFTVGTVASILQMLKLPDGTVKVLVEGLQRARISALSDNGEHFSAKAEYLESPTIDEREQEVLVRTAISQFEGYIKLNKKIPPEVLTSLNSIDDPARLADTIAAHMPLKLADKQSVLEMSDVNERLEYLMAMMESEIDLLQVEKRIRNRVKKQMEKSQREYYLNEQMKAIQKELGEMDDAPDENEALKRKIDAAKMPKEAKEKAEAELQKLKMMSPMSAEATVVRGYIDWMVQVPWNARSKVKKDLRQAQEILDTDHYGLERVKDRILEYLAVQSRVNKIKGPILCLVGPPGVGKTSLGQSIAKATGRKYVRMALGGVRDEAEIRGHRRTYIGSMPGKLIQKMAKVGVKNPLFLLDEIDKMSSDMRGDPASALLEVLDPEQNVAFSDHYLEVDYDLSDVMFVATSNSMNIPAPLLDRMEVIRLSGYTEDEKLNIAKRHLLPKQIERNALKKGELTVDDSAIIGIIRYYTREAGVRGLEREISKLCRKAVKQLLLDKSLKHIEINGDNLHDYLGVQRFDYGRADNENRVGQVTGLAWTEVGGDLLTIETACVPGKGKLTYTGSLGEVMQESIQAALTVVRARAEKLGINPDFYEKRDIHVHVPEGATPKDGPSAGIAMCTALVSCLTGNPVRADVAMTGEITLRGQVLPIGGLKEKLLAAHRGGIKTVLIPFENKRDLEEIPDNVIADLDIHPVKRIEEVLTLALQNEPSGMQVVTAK
SUMO1 PPI mod – alters human SUMO1 binding to SIM partners; P63165; SUMO1 binding to a labelled peptide, TR-FRET, 1 h; AID 602429; inhibition, % at 20 µM; 360,000 compounds, 0.33% hits; in the data active means inhibition above about 37%
Scp-1 inhibitor – blocks human Scp-1 phosphatase activity | Recombinant Scp1, phosphopeptide, malachite green phosphate absorbance | inhibition, % at 20 µM | Q9GZU7 | AID 493091 | 340,000 compounds, 0.88% hits;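 active means inhibition above about 50% at 20 µM, limit read from the data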;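 further: plate controls were DMSO wells with enzyme for no effect and wells lacking enzyme for full effect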
Target sequence (Q9GZU7 76-261 limits assumed): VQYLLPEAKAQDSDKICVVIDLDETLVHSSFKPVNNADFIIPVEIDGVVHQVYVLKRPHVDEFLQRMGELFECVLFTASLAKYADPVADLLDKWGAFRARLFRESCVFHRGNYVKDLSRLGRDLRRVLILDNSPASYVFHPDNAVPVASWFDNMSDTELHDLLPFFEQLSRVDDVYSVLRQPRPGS
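assay system = SCP-1 phosphatase catalytic domain, residues 76-261 | buffer or medium = 50 mM Tris acetate pH 5.5, 0.005% Tween-20, 10 mM MgCl2 | incubation = enzyme reaction 45 min at room temperature, colour 5 min, stabilisation 30 min | signal = Phosphate-binding colour reagent, absorbance read at 630 nm | measure = % inhibition at 20 µM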
DNMT1 inh – inhibitors of human DNMT1; AID 588458; 360,000 compounds, 0.83% hits; inhibition (reported as % activation of signal), % at 10 µM; DNMT1 molecular beacon, Hinp1I cleavage, fluorescence; P26358; in the data active means inhibition above about 50%
NRP1-CendR mod – modulators of CendR peptide binding to human neuropilin-1; inhibition, % at 25 µM; 360,000 compounds, 0.85% hits; FAM-RPARPAR peptide binding to NRP-1, fluorescence polarization;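 active means inhibition or corrected inhibition above about 18%, plus a signal ratio from 0.5 to 1.5, limit read from the data, passing the limit was not always enough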; further: strong numbers were not always called active
MsrA inhibitor – inhibitors of bovine MsrA | purified bovine MsrA, absorbance read-out | 360,000 compounds, 0.75% hits | AID 651718 | inhibition, % at 15.5 µM; in the data active means inhibition above about 4.5%;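 further: 0% = vehicle wells with enzyme and 100% = reference inhibitor wells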
Tb MetRS inh – blocks T. brucei methionyl-tRNA synthetase activity; purified T. brucei MetRS, ATP depletion, Kinase-Glo luminescence; inhibition, % at 11.9 µM; 360,000 compounds, 0.4% hits;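 active means inhibition above a per-plate cutoff of the control wells' mean inhibition plus 3 SD, cut at about 5.5% in these data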;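 further: 0% = DMSO wells median and 100% = median of wells with control inhibitor compound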
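Test system: purified T. brucei MetRS enzyme. Also added: ATP, methionine and E. coli bulk tRNA substrates. Compound: 11.9 µM single point. Schedule: 15 min enzyme-compound preincubation, 2 h reaction, 10 min detection, 25 °C. Signal: luciferase luminescence of residual ATP, Kinase-Glo. Evaluation: percent inhibition versus plate control medians. Controls: DMSO wells, low control.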
bovine MsrA act – activators of bovine methionine sulfoxide reductase A; 360,000 compounds, 0.3% hits; AID 602163; purified bovine MsrA, absorbance read-out; activation, % at 10.6 µM; in the data active means activation above about 7.5%;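 further: 0% = vehicle and 100% = reference activator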
STEP inh – inhibitors of human striatal-enriched phosphatase STEP; 360,000 compounds, 0.25% hits; recombinant STEP, OMFP fluorogenic substrate, fluorescence; P54829; inhibition, % at 20 µM; AID 588621;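 active means inhibition at 20 µM, scaled per plate between control wells, above about 37%, limit read from the data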;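 further: 0% = DMSO with enzyme and substrate and 100% = substrate only without enzyme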
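System: STEP (striatal-enriched tyrosine phosphatase) enzyme, cell-free; medium: Bis-Tris pH 6.0 buffer with DTT, detergent; dosing: 20 µM, 1% DMSO; times: reaction 20 min, ambient temperature; detection: fluorescence, 480/540 nm; read-out basis: normalized % inhibition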
LMPTP inh – LMPTP (human) inhibition; 360,000 compounds, 0.22% hits; recombinant LMPTP-A, OMFP fluorogenic substrate, fluorescence intensity; inhibition, % at 20 µM; AID 651560;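 active means compounds that cut the enzyme signal by at least half of the control window in the single-dose screen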;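 further: plate controls were DMSO wells with enzyme plus substrate for no effect and substrate without enzyme for full effect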
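Material: LMPTP-A; amount: 0.625 nM enzyme; doses: single 20 µM dose; times: reaction 50 min, room temperature, dark; technique: fluorescence intensity of OMFP turnover product; benchmarks: no-enzyme and uninhibited controls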
Numbers without * were called inactive; / = no result given.

SMILES	eLon inh	SUMO1 PPI mod	Scp-1 inhibitor	DNMT1 inh	NRP1-CendR mod	MsrA inhibitor	Tb MetRS inh	bovine MsrA act	STEP inh	LMPTP inh
Brc1ccc(N=Nc2ccc3ccccc3n2)cc1	1	-13	-2	23	-4	0.6	-0.8	-1	2	2.9
C=CCc1cccc(OC)c1OCCOCCNCCO	2	1	44	-2	-5	-0.6	-0.3	-4	-4	-0.9
CCc1ccc(N(CC(=O)Nc2ccc(OC)cc2OC)S(C)(=O)=O)cc1	-8	-1	-9	-2	18	-1.0	-0.1	-4	1	-0.7
COc1ccc(C)cc1NC(=O)COC(=O)CCC(=O)c1cccs1	-6	2	-9	-2	16	-0.7	-0.5	-2	-2	0.6
CC(C)CCc1noc(CN(CC2CCC2)CC2CCCO2)n1 (stereo unspecified)	-10	-3	2	1	-4	1.6	-1.4	-7	-2	-0.1
CCCCNC(=O)C[C@@H]1C[C@@]2(C(=O)OC)CCCCC=C2N(Cc2cccc3ccccc23)C1=O	2	2	/	/	3	-0.3	-1.9	-11	/	0.8
O=C(COC(=O)c1ccc(S(=O)(=O)NCc2ccco2)cc1)NCc1ccc(F)cc1	-1	2	4	1	-1	-0.1	-0.1	-7	-3	0.6
COc1ccc(-c2cc(C(=O)N(C)Cc3cccc(OC)c3OC)c3ccccc3n2)cc1OC	0	-7	2	-5	8	3.2	0.1	-3	2	1.8
C/C(=N\Nc1cc(C)nc(-c2ccccc2O)n1)c1ccccc1	0	2	-6	-9	-9	0.1	-1.0	0	0	5.1
CC(C)(C)NC(=O)c1ccc(NC(=O)c2ccccc2-c2ccccc2C(=O)O)cc1	-2	4	-4	0	11	-0.1	-1.3	-3	0	-2.2

Some of the entries above in another layout.
compound,eLon inh,SUMO1 PPI mod,Scp-1 inhibitor,DNMT1 inh,NRP1-CendR mod,MsrA inhibitor,Tb MetRS inh,bovine MsrA act,STEP inh,LMPTP inh
CCCCNC(=O)C[C@@H]1C[C@@]2(C(=O)OC)CCCCC=C2N(Cc2cccc3ccccc23)C1=O,2,2,/,/,3,-0.3,-1.9,-11,/,0.8
O=C(COC(=O)c1ccc(S(=O)(=O)NCc2ccco2)cc1)NCc1ccc(F)cc1,-1,2,4,1,-1,-0.1,-0.1,-7,-3,0.6
COc1ccc(-c2cc(C(=O)N(C)Cc3cccc(OC)c3OC)c3ccccc3n2)cc1OC,0,-7,2,-5,8,3.2,0.1,-3,2,1.8
C/C(=N\Nc1cc(C)nc(-c2ccccc2O)n1)c1ccccc1,0,2,-6,-9,-9,0.1,-1.0,0,0,5.1

(more compounds)
SMILES	eLon inh	SUMO1 PPI mod	Scp-1 inhibitor	DNMT1 inh	NRP1-CendR mod	MsrA inhibitor	Tb MetRS inh	bovine MsrA act	STEP inh	LMPTP inh
COC(=O)COc1c(Cl)cc(C(c2c(C)[nH][nH]c2=O)c2c(C)[nH][nH]c2=O)cc1OC	3	-1	1	-8	8	0.3	-1.3	-8	-1	0.2
COc1ccc(NC(=O)CSc2ccccc2)cc1S(=O)(=O)N1CCOCC1	-2	-5	-2	1	14	0.3	-0.2	-6	1	-0.5
O=[N+]([O-])c1ccc(N/N=C/c2sc(N3CCOCC3)nc2-c2ccccc2)c(S(=O)(=O)Nc2ccccc2Cl)c1	-4	-22	0	-1	-193	0.2	-0.4	-4	2	10
CC1(C(=O)OCC(=O)Nc2ccccc2)CC1(Cl)Cl (stereo unspecified)	-3	1	-4	6	-1	-2.1	-0.5	-2	-3	0.7
COc1cc(OC)nc(S(C)(=O)=O)n1	-3	5	-5	0	7	0.0	-0.1	0	-2	-2.4
CCOC(=O)c1cc(S(=O)(=O)Nc2ccc(F)cc2F)cn1C	-3	6	-6	3	-10	-1.2	-0.7	-3	-1	-1.8
CN1CCN(c2ccccc2NC(=O)COc2ccccc2)CC1	-7	-2	-6	2	-1	1.1	-0.9	-2	12	-0.6
CN(CC(=O)Nc1ccccc1Cl)C(=O)C1CCN(C(=O)c2ccc(Cl)cc2)CC1	-7	5	-5	3	1	0.1	0.8	2	0	-0.9
CN(CCNC(=O)C1CCC(=O)N(Cc2cccc(F)c2)C1)CCc1ccccc1 (stereo unspecified)	10	2	-3	4	5	-0.7	-0.5	-4	-4	-1.5
Cc1cc(Nc2cccc(Cl)c2)c2ccccc2n1	-15	-2	-1	-8	-8	1.5	-0.6	-3	1	41
CCCn1c(SCC(N)=O)nnc1C(C)C	-10	0	3	-2	21	0.6	-0.1	0	-2	-0.8
CC(=O)N1CCOc2ccc(S(=O)(=O)NCC3CCC(C(=O)Nc4ncccc4C)CC3)cc21 (stereo unspecified)	-10	0	-2	-2	-6	1.0	0.1	-2	-4	-2.2
O=C(N/N=C/C=C/c1ccccc1)c1ccccc1Br	4	-19	-5	2	9	3.4	-1.3	-12	1	1.2
CC(C)Oc1cccc(C(=O)C2CCCN(C(=O)c3noc4c3CCCC4)C2)c1 (stereo unspecified)	-5	1	-10	1	0	0.9	-0.2	-1	3	0.3
CC(NC(=O)NC(=O)c1cccc([N+](=O)[O-])c1)C1CC1 (stereo unspecified)	7	-24	-6	1	-15	-0.7	-0.2	-4	0	0.7
O=C(CCC1CCCN(C(=O)c2ccc(F)c(F)c2)C1)N1CCN(c2ccccn2)CC1 (stereo unspecified)	-10	2	-8	3	-9	0.5	-0.4	-5	-2	-1.1
COC(=O)N1C(=O)[C@](c2ccccc2)(C2CCCC2)N1C(=O)OC	-9	-2	-5	8	-5	-0.1	-0.2	-1	-1	-1.2
COc1cc(C(=O)Nc2nccs2)ccc1OCc1c(C)noc1C	2	16	-11	26	-5	1.1	-0.1	-1	2	0.9
Cc1ccc(C(=O)/C=C/Nc2ccc(S(=O)(=O)Nc3cc(C)nc(C)n3)cc2)cc1	-13	-30	-5	0	-12	2.4	0.1	-2	5	-0.1
CCOC(=O)C1CCN(CC(O)COc2ccc(C(=O)CC)cc2)CC1 (stereo unspecified)	5	2	-8	12	7	0.5	0.0	-1	6	-1.1

Random excerpt: three entries already listed, in no set order.
SMILES	eLon inh	SUMO1 PPI mod	Scp-1 inhibitor	DNMT1 inh	NRP1-CendR mod	MsrA inhibitor	Tb MetRS inh	bovine MsrA act	STEP inh	LMPTP inh
C=CCc1cccc(OC)c1OCCOCCNCCO	2	1	44	-2	-5	-0.6	-0.3	-4	-4	-0.9
O=[N+]([O-])c1ccc(N/N=C/c2sc(N3CCOCC3)nc2-c2ccccc2)c(S(=O)(=O)Nc2ccccc2Cl)c1	-4	-22	0	-1	-193	0.2	-0.4	-4	2	10
C/C(=N\Nc1cc(C)nc(-c2ccccc2O)n1)c1ccccc1	0	2	-6	-9	-9	0.1	-1.0	0	0	5.1

Next section:
SMILES	eLon inh	SUMO1 PPI mod	Scp-1 inhibitor	DNMT1 inh	NRP1-CendR mod	MsrA inhibitor	Tb MetRS inh	bovine MsrA act	STEP inh	LMPTP inh
Cc1c2cnn(CC(=O)NCc3ccccn3)c(=O)c2c(C)n1Cc1ccccc1	-3	1	-7	0	9	1.4	-0.3	11*	-1	-0.6
Cc1cccc(C(=O)OC2CCN(C)CC2)c1	-9	-3	-7	1	0	-0.1	-0.7	-1	1	-0.9
Cc1cc(C)cc(OCC(=O)OCC(=O)NCc2cccs2)c1	1	-3	1	5	-4	0.2	-1.3	-13	-1	-0.5
NS(=O)(=O)c1ccc(CCNC(=O)C2CCN(S(=O)(=O)c3cccc4cccnc34)CC2)cc1	1	0	2	-3	4	/	-0.5	-6	-2	0.1
CC1=CC(=O)OC1Cc1ccncc1 (stereo unspecified)	-2	2	2	1	5	0.8	-1.0	-3	9	-1.5
COC(=O)CC1SCCNC1=O (stereo unspecified)	-6	3	-2	-3	-3	-0.7	-0.9	-3	-1	0.3
O=C(CNC(=O)c1ccco1)OCC(=O)c1ccc(Br)cc1	7	-2	-6	1	8	-0.1	-1.2	-4	-1	-0.3
COC(=O)CCC(=O)OC1(C)C(=O)C2=CN(CCc3ccccn3)C(c3ccc(OC)cc3)=CC2=C(Br)C1=O (stereo unspecified)	-4	-13	2	-4	2	/	-0.1	-3	-1	16
COc1ccc(NC(=O)CN2CCC(n3c(C)nc4cc(F)ccc43)CC2)c(OC)c1	-10	-1	-2	-6	1	0.9	-0.8	-7	3	1.5
O=C(CC1NCCNC1=O)OCc1ccccc1 (stereo unspecified)	0	3	-1	1	2	-0.6	-0.3	-3	8	-1.2

By substructure, the entries above containing a thiophene ring, fused or not (two)
SMILES	eLon inh	SUMO1 PPI mod	Scp-1 inhibitor	DNMT1 inh	NRP1-CendR mod	MsrA inhibitor	Tb MetRS inh	bovine MsrA act	STEP inh	LMPTP inh
COc1ccc(C)cc1NC(=O)COC(=O)CCC(=O)c1cccs1	-6	2	-9	-2	16	-0.7	-0.5	-2	-2	0.6
Cc1cc(C)cc(OCC(=O)OCC(=O)NCc2cccs2)c1	1	-3	1	5	-4	0.2	-1.3	-13	-1	-0.5

Next records follow.
SMILES	eLon inh	SUMO1 PPI mod	Scp-1 inhibitor	DNMT1 inh	NRP1-CendR mod	MsrA inhibitor	Tb MetRS inh	bovine MsrA act	STEP inh	LMPTP inh
O=C(CSC1=Nc2ccccc2C2=NC(c3ccccc3)C(=O)N12)NCC1CCCO1 (stereo unspecified)	1	-3	0	-2	0	/	-0.4	-9	0	0.2
C=CCN1C=C2C(=O)C(C)(OC(=O)c3cnc4ccccc4n3)C(=O)C=C2C=C1/C=C/COC (stereo unspecified)	-3	-6	0	0	31*	1.8	-0.3	-4	4	2.9
Fc1cccc(NC(=S)NCCN2CCOCC2)c1	-6	0	-5	2	8	0.9	0.3	-5	26	-4.4
CCOC(=O)CNC(=O)CSc1nc2cccnc2n1CC	-8	-1	-15	1	0	1.4	-0.2	-4	-3	-1.4
Cc1ccccc1NC(=O)Cc1nc(COC(=O)CNS(=O)(=O)c2cccc(Br)c2)cs1	-4	2	2	-6	-3	-0.4	-0.5	-4	-2	0.2
Cc1cc(C)c2c(=O)[nH]c(SCC(=O)N(C)C)nc2n1	-1	-3	-8	3	-9	0.3	-0.1	-4	0	-3.5
CCCCNC(=O)NCC(=O)Nc1ccc(F)c(F)c1	-4	0	-7	4	7	0.2	-0.1	-3	0	-0.8

Screens: PubChem BioAssay, several laboratories
